MPTP inh: blocks calcium-induced mitochondrial swelling; isolated mouse mitochondria, Ca2+ swelling absorbance, 30 min; inhibition, % at 10 µM; 360,000 tested, 1.4% active;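 active means inhibition of 50% or more, scaled per plate between neutral and stimulator controls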;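 further: 0% = DMSO wells given calcium and 100% = 1 mM EGTA wells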
ATG4B inhibitor: ATG4B (human) cysteine protease inhibition; Q9Y4P1; ATG4B cleavage of LC3-PLA2, NBD-HPC fluorescence, 1 h; inhibition, % at 8.33 µM; 340,000 tested, 0.51% active; in the data active means inhibition above about 40%
PfG6PD inh: PfG6PD (Plasmodium falciparum) enzyme inhibition; PfGluPho enzyme, NADPH resazurin-diaphorase fluorescence; inhibition, % at 20 µM; 350,000 tested, 0.78% active; AID 504690;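 active means inhibition reaching at least a set limit at 20 µM in the primary screen, cut at about 59% in these data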;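 further: 0% = DMSO wells with substrate and 100% = DMSO wells lacking glucose-6-phosphate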
SENP8 block: inhibitors of human SENP8 protease; recombinant SENP8, Nedd8 substrate fluorescence; 360,000 tested, 0.64% active; inhibition, % at 20 µM; in the data active means inhibition mostly above about 40%, no sharp cut-off; inactive means mostly below about 27%
Target sequence (Q96LD8 whole entry, looked up): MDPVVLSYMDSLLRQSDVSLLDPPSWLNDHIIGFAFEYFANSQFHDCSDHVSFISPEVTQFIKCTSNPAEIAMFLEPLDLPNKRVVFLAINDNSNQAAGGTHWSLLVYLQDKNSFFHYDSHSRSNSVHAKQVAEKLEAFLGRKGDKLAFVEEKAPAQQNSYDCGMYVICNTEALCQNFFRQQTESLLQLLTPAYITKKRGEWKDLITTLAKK
SENP6 inh: blocks the human protease SENP6. Q9GZR1. Recombinant SENP6 catalytic domain, aminoluciferin luminescence. inhibition, % at 10 µM. 330,000 tested, 1.8% active. AID 2599;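 active means inhibition above about 50% at the single tested dose, limit read from the data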;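 further: plate controls were DMSO wells with enzyme for no effect and DMSO wells lacking enzyme for full effect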
Target sequence (Q9GZR1 628-1112 limits assumed): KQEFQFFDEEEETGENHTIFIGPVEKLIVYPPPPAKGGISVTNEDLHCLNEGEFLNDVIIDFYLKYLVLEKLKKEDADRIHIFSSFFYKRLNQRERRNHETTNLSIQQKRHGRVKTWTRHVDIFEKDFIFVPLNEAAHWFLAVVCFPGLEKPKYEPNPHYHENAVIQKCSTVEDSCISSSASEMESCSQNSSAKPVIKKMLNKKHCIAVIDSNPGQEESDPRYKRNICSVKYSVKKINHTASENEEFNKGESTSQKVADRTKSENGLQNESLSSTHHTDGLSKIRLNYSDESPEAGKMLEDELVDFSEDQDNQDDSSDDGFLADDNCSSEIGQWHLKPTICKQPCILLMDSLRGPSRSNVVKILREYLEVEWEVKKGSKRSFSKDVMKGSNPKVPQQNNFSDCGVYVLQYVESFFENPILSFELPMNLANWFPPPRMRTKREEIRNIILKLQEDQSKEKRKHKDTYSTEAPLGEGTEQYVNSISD
GRIN3A LBD mod: NR3A (human) ligand-binding domain modulation. NR3A LBD differential scanning fluorimetry, Tm shift; 0% = protein alone, 100% = glycine-bound protein. Tm shift relative to glycine control, % at 25 µM. 340,000 tested, 2.5% active. AID 1259313;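 active means melting temperature shift of at least 10% of the positive control shift, at one fixed dose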
SENP7 block: inhibitors of human SENP7 protease; Q9BQF6; recombinant SENP7, Z-RLRGG-aminoluciferin luminescence, 40 min; inhibition, % at 5 µM; 330,000 tested, 1.5% active; AID 434973;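 active means inhibition above about 50% at the single test dose, limit read from the data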;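 further: plate controls were DMSO with enzyme for no effect and no enzyme buffer wells for full effect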
Target sequence (Q9BQF6 706-1050 limits assumed): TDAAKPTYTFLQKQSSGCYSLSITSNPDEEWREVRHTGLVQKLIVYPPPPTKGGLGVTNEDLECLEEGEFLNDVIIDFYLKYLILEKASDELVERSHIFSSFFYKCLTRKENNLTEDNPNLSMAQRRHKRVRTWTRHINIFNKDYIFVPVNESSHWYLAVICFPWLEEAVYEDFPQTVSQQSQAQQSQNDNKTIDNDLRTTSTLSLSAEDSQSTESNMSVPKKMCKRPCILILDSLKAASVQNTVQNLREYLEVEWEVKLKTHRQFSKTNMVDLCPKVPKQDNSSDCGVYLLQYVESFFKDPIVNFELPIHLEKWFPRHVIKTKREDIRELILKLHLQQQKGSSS
HKDC1 inh: HKDC1 (human) hexokinase inhibition; Q2TB90; recombinant HKDC1, G6PDH/diaphorase resazurin coupled fluorescence; inhibition, % at 20 µM; 340,000 tested, 0.16% active; AID 493160;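 active means inhibition above about 35% when tested at 20 µM, limit read from the data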;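 further: plate controls were DMSO wells with enzyme for no effect and DMSO wells lacking enzyme for full effect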
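Material: recombinant HKDC1 hexokinase; Amount: HKDC1 at 5 µg/mL; Medium: Tris pH 8.0 buffer with MgCl2, Tween-20, BSA, BME; Schedule: 90 min reaction incubation at room temperature, dark; Technique: coupled resazurin fluorescence, excitation 525 nm, emission 613 nm.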
The depositor's hits bear a star; / = no result given.

SMILES	MPTP inh	ATG4B inhibitor	PfG6PD inh	SENP8 block	SENP6 inh	GRIN3A LBD mod	SENP7 block	HKDC1 inh
CC(=O)Nc1ccc(S(=O)(=O)Nc2cc(C)ccn2)cc1	1.7	-4	6	-133	7	0	-2	-3
CCN1C(=O)[C@H]2[C@@H](c3ccc(C)cc3)N3C(=O)N(c4cccc(Br)c4)C(=O)[C@@]3(Cc3ccccc3)[C@H]2C1=O	7.1	-7	2	15	3	-9	-3	-1
CCn1c(-c2cccc(Br)c2)n[nH]c1=S	1.6	-9	24	-24	3	-1	0	2
Cc1cc(C(=O)N2CCN(S(=O)(=O)c3ccccc3C#N)CC2)c(C)o1	-1.3	5	-5	10	-2	0	-10	-6
Cc1cccc(OCCCC(=O)Nc2nc3ccccc3[nH]2)c1	0.5	-3	-4	2	-8	0	12	3
O=C(CN1C(=O)COc2ccccc21)NCCN1CCc2ccccc2C1	0.9	-8	-5	7	-17	-1	1	-5
O=C(C1CCC(CNS(=O)(=O)c2cccs2)CC1)N1CCN(c2ccc(F)cc2)CC1 (stereo not drawn)	-0.4	-9	-19	-2	-18	2	-13	-3
C/C(CCc1ccc2c(c1)OCO2)=N\N=C1\NC(=O)CC(C(=O)Nc2ccccc2F)S1 (stereo not drawn)	-0.2	0	-12	11	0	8	4	-8
CC(=O)Nc1c(O)nc(SCC(=O)N2CCN(c3ccc(F)cc3)CC2)[nH]c1=O	-1.8	5	-6	7	1	-10	-4	16
COc1ccc(S(=O)(=O)N2CCCCC2)cc1NC(=O)CCCOc1ccc(C)cc1	0.1	-2	7	6	-4	-2	0	-3
C=CCn1c(SCc2ccc(OC)cc2)nnc1-c1cccnc1	7.8	-7	1	17	2	3	2	-6
O=C(c1ccc2c(c1)OCO2)N1CCN(c2ncccn2)CC1	-0.9	-2	-10	6	12	-4	6	-6
Cc1ccc([N+](=O)[O-])c(OCCN2CCC(Cc3ccccc3)CC2)c1	3.9	9	14	16	3	0	-8	-2
O=C1N/C(=C/c2cccs2)C(=O)N1Cc1ccc(F)cc1	0.2	-4	-3	-13	-6	-1	-6	-2
CC1CC(C)CN(CC(O)COCCOc2ccc(Br)cc2)C1 (stereo not drawn)	-0.4	-4	-9	25	0	-4	4	-10
COCCN(C(=O)c1cccc(-n2cnnn2)c1)c1c(N)n(CC(C)C)c(=O)[nH]c1=O	-1.0	4	-3	18	-1	0	-5	-4
O=C(Cn1nnc(-c2ccccc2)n1)Nc1cccc(S(=O)(=O)N2CCOCC2)c1	-1.4	-12	3	17	-7	-6	-2	1
CCOc1cc(/C=N/NC(=O)c2cc(-c3cccnc3)nc3ccccc23)ccc1O	-0.2	-1	-11	-17	-1	-4	1	4
O=C(c1cccc(-c2ccccc2F)c1)N1CC[C@@H](N2CCC(O)CC2)[C@H](O)C1	-0.7	11	9	4	2	-6	6	-6
CC(=O)c1ccc(OC(=O)c2nc(-c3ccccc3)oc2C)cc1	0.5	7	-5	4	9	0	0	4
O=c1c(Cc2ccccc2)c(O)nc2n1CCS2	-1.6	-14	10	4	2	2	13	0
COC(=O)c1cc(NC(=O)c2ccccc2F)cc(C(=O)OC)c1	-1.9	-2	-13	26	4	1	3	-5
O=C(NN1C(=O)C2C(c3ccccc3)C=CC(c3ccccc3)C2C1=O)c1ccncc1 (stereo not drawn)	1.0	-9	-23	19	5	-2	3	-9
COc1ccc2c(c1)[nH]c1c(=O)n(CCCN3CCOCC3)cnc12	-0.4	2	9	14	-4	-2	1	-4
COc1ccc(NC(=O)CCCn2nc(C)c3c(C)n(-c4ccccc4)nc3c2=O)cc1	-1.6	3	3	12	6	-5	17	-3
O=C1NCC(=O)N(Cc2ccccc2)/C1=C/c1ccccc1	-1.8	-1	8	23	-1	0	-9	-5
Cc1c(OCc2ccc(C(=O)O)cc2)ccc2c(-c3ccccc3)cc(=O)oc12	7.2	-7	-28	-52	-17	-7	6	4
CC(=O)c1ccc2c(c1)C1C=CCC1C(c1ccncc1)N2 (stereo not drawn)	1.0	-6	33	16	37	-6	18	11
CCOC(=O)CON1C(=O)c2ccccc2C1=O	-2.0	3	-10	13	-12	1	-7	2
Cc1cc(C)n(Cc2ccc(Cl)c(Cl)c2)c(=O)c1S(=O)(=O)c1ccccc1	-0.4	7	4	-124	/	-3	/	-3
Cc1cc(-c2nc3cc(F)ccc3s2)ccc1N	2.2	3	11	-467	/	13*	/	-1
CCOC(=O)COc1ccc(S(=O)(=O)c2ccc(OCC(=O)OCC)cc2)cc1	1.1	-8	-11	5	-24	0	15	-6
CCN(CC)S(=O)(=O)c1ccc(NC(=O)C2CCCO2)cc1 (stereo not drawn)	-0.9	2	-5	2	-12	-1	2	0
O=S(=O)(Oc1ccccc1)c1cccnc1	0.3	15	13	25	-16	1	-2	0
CC1(C)N([O-])C2=C(c3ccccc3C2=O)[N+](=O)C1(C)C	1.8	5	31	38	-8	-1	14	6
Cc1ccc(NC(=O)Cn2ncn3c(cc4ccccc43)c2=O)c(C)c1	-0.3	6	-24	-65	-10	-1	10	-10

Part of the list above, with each value named:
> Cc1ccc(NC(=O)Cn2ncn3c(cc4ccccc43)c2=O)c(C)c1
  MPTP inh: -0.3	ATG4B inhibitor: 6	PfG6PD inh: -24	SENP8 block: -65	SENP6 inh: -10	GRIN3A LBD mod: -1	SENP7 block: 10	HKDC1 inh: -10
> Cc1cc(C)n(Cc2ccc(Cl)c(Cl)c2)c(=O)c1S(=O)(=O)c1ccccc1
  MPTP inh: -0.4	ATG4B inhibitor: 7	PfG6PD inh: 4	SENP8 block: -124	SENP6 inh: /	GRIN3A LBD mod: -3	SENP7 block: /	HKDC1 inh: -3

More compounds:
SMILES	MPTP inh	ATG4B inhibitor	PfG6PD inh	SENP8 block	SENP6 inh	GRIN3A LBD mod	SENP7 block	HKDC1 inh
O=S(=O)(NC1CCCC1)c1ccc(S(=O)(=O)N2CCN(c3ccccc3)CC2)cc1	4.2	0	-12	6	-12	5	-6	-7
CC(C)CNC(=S)N(CCCO)Cc1cc2cc3c(cc2[nH]c1=O)OCCO3	1.0	-2	56	-324	6	-3	14	-1
O=C(O)c1cc(N/N=C/c2ccc(OCc3ccccc3)cc2)ccc1Cl	0.1	22	4	-8	56*	-4	30	-5
CCOc1ccccc1NC(=O)C(C)N1C(=O)c2ccccc2S1(=O)=O (stereo not drawn)	1.1	-3	-3	-1	-12	0	7	3
COCC(=O)/C=C1\Sc2ccccc2N1C	1.1	-2	14	-2	-13	1	6	-6
Nc1ccccc1SCC(=O)Nc1nc(-c2ccccc2)cs1	0.2	3	15	12	-17	11*	4	-5
COc1ccccc1C(=O)N1CCCN(C(=O)c2ccccc2OC)CC1	-0.1	-4	-16	28	-23	-6	6	-2
O=C(NC(NC(=S)Nc1ccccc1O)C(Cl)(Cl)Cl)c1ccco1 (stereo not drawn)	4.2	-14	-5	4	-12	0	7	-3
CC(C)N(Cc1nccn1C)C(=O)CC1C(=O)NCCN1Cc1ccc(F)c(F)c1 (stereo not drawn)	0.1	-3	-4	-27	-4	2	-1	1
COc1ccc(C(c2c(C)[nH][nH]c2=O)c2c(C)[nH][nH]c2=O)cc1Br	-1.4	-6	9	23	22	0	4	6
CCN1C(=O)[C@H]2[C@@H](c3ccc(-c4cccc(Cl)c4)cc3)N[C@@](CC(C)C)(C(=O)OC)[C@H]2C1=O	0.6	-5	21	10	-5	-2	11	-1
CC(=O)c1c(COC(=O)c2ccccc2)nc2ccccc2[n+]1[O-]	1.1	-4	-5	21	7	2	-6	-5

Limited to SENP6 inh, for some of the entries so far:
structure | SENP6 inh
CC(=O)Nc1ccc(S(=O)(=O)Nc2cc(C)ccn2)cc1 | 7
O=C1N/C(=C/c2cccs2)C(=O)N1Cc1ccc(F)cc1 | -6

(more compounds)
SMILES	MPTP inh	ATG4B inhibitor	PfG6PD inh	SENP8 block	SENP6 inh	GRIN3A LBD mod	SENP7 block	HKDC1 inh
COc1ccc(N/N=C(\C=N\O)C(=O)c2ccc(OC)cc2)cc1	0.2	-8	3	44*	-26	-3	5	0
Cc1ccc(CNC(=O)CSc2ncccn2)cc1	1.4	-3	-6	27	-4	0	5	0
O=C(N[C@@H]1C/C=C\C[C@H](CC(=O)N(CCO)Cc2ccccc2)C(=O)NC[C@@H](c2ccccc2)OC1=O)OCC1c2ccccc2-c2ccccc21	-1.0	4	-9	-7	8	-5	2	0
CCOc1ccc(Cn2c3ccc(OC)cc3c3nc4ccccc4nc32)cc1	0.7	-6	3	22	/	2	/	-8
C=CCSC1=C(C#N)C(c2ccc(OCC)cc2)CC(=O)N1 (stereo not drawn)	0.6	-6	3	18	8	0	0	-1
Cc1ccc(S(=O)(=O)N2CCCN(C(=O)CNC(=O)c3ccccc3)CC2)cc1	-0.2	-5	4	12	1	0	1	3
O=C(CSc1nccc(-c2cccs2)n1)Nc1cccc(Cl)c1	10	-8	5	4	-7	-1	-2	2
CCNC(=O)CN(C1CCCCC1)S(=O)(=O)c1ccc(F)cc1	0.9	-11	6	12	-5	0	-7	1
Cc1ccc(-c2nc3c(c(SCC(=O)N4CCOCC4)n2)COC(C)(C)C3)cc1	0.7	3	3	10	-4	2	10	-4
O=C1CS(=O)(=O)N(Cc2ccc(F)cc2)c2ccccc21	-2.2	/	-9	-140	/	0	6	10
Cc1ccc(-c2[nH]c(-c3ccccc3)nc2SCC(=O)NCC2CCCO2)cc1 (stereo not drawn)	-1.2	-8	42	-325	-16	-4	10	2
N#Cc1ncc(-c2ccc3c(c2)OCCOCCOCCOCCO3)nc1C#N	0.3	-1	0	-48	-10	0	-9	-8
CCC1Oc2ccccc2N(CC(=O)NCc2cccs2)C1=O (stereo not drawn)	-0.4	-2	4	12	11	-2	1	0
CN=C(NC1CCCCC1)c1ccc(Cl)cc1	-0.6	-3	16	14	-5	0	-12	-6
C/C(=N\N1CCN(c2ccc(Cl)cc2)CC1)c1cccs1	-0.4	10	7	23	-6	-1	-5	-5
CCOC(=O)c1sc(=S)n(-c2cc(OC)ccc2OC)c1N	-1.2	-1	78*	40*	-1	2	13	-15
CSc1nc(N)nc(SCC(=O)CC(=O)OC(C)C)c1C#N	6.9	1	16	-9	-9	0	0	1
COc1ccc(-c2nnc(SCC(=O)Oc3ccc(C)cc3)o2)cc1	-1.5	0	-4	17	-17	2	-2	-2
O=C(NCCOc1ccc(F)cc1)C1CCC(=O)N(CCN2CCOCC2)C1 (stereo not drawn)	-0.7	6	2	10	-14	-2	-4	-5
COc1ccc(C(=O)Nc2ccc3c(c2)OCO3)cc1OC	-0.3	-5	12	9	81*	-1	0	-8
O=C1NC2=C(C(=O)c3ccccc32)C(c2ccccc2)N1 (stereo not drawn)	1.2	1	-1	-19	8	-7	7	-2
Cn1c(SCC(=O)c2cc3ccccc3o2)nnc1-c1ccccc1	-1.6	-2	31	-2	-13	0	-4	-2
O=C1CSCC(=O)N1c1ccccc1	-0.1	12	2	22	-8	1	4	8
COc1cc(NC(=O)CN2C(=O)COc3ccccc32)cc(OC)c1	0.4	1	-18	8	/	-1	/	-1
COc1ccc(-c2c(-c3cc(OC)cc(OC)c3)n(C)c3ccc(-c4ccc(SC)cc4)cc23)cc1	-1.0	-7	-13	-466	8	-2	0	-4
O=C(Nc1cccc(Cl)c1)Nc1ccnc(-c2cccnc2)n1	77*	-8	16	12	-6	10	2	-4
CN1CCN(C(=O)c2cnn3c(C(F)F)cc(C4CC4)nc23)CC1	0.0	-6	10	-19	9	3	10	-2
Cc1ccc(Nc2ccccc2)cc1	2.3	3	-3	18	-19	0	3	-2
CCOC(=O)N1CCN(C(=O)c2cc(Cl)c(Cl)cc2C(=O)O)CC1	55*	-2	-13	5	-10	-2	-6	-5
CCn1c(COc2ccccc2)nnc1SCC(=O)Nc1ccc(N2CCOCC2)cc1	-2.7	-4	-10	13	-18	2	1	-2
Cc1cccc(Cn2cnc3c(sc4nc(C)cc(C)c43)c2=O)c1	-0.5	-3	5	-13	-2	-2	-2	-6

High-throughput results as filed in PubChem.
